# Assay outcomes (PubChem)
# HKDC1 inh – inhibitors of human hexokinase HKDC1 | Q2TB90 | inhibition, % at 20 µM | hit rate 0.16% among 340,000 | recombinant HKDC1, G6PDH/diaphorase resazurin coupled fluorescence;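 active = inhibition above about 35% when tested at 20 µM, limit read from the data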;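 also: plate controls were DMSO wells with enzyme for no effect and DMSO wells lacking enzyme for full effect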
#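 Test system: HK5 enzyme. Quantity: 5 µg/mL HK5 final. Reagent: glucose and ATP substrates. Schedule: 90 min reaction incubation at room temperature, dark. Technique: resazurin-to-resorufin fluorescence via G6PDH and diaphorase coupling, 525/613 nm. Control set: DMSO wells with and without enzyme mix.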
# SENP8 block-1 – inhibitors of human SENP8 protease | Q96LD8 | hit rate 1.2% among 330,000 | AID 2540 | purified SENP8, Z-RLRGG-aminoluciferin cleavage, luminescence | inhibition, % at 10 µM; in the data active = inhibition above about 50%
# Target sequence (Q96LD8 whole entry, looked up): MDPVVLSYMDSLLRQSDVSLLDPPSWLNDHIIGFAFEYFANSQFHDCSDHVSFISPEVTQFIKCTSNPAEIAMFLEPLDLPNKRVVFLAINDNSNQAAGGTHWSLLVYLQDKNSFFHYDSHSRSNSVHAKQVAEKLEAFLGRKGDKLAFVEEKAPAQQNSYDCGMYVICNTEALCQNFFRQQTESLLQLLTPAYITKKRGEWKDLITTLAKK
# Apaf-1 inh – inhibitors of human Apaf-1 apoptosome; O14727; reconstituted apoptosome caspase-3 activity, DEVD-Rh110 fluorescence; inhibition, % at 20 µM; hit rate 0.71% among 330,000; active = inhibition of at least 40% at 20 µM;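 also: plate controls were DMSO wells for no effect and DEVD-CHO caspase inhibitor wells for full effect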
#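 Assay system – apoptosome proteins · Medium – Hepes buffer, pH 7.5 · Also added – cytochrome c with DEVD-Rh110 · Timing – 30 min compound preincubation, 50 min activation, room temperature · Detection – Rh110 fluorescence, excitation 480 nm, emission 540 nm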
# PfGluPho inh – PfG6PD (Plasmodium falciparum) enzyme inhibition | PfGluPho enzyme, NADPH resazurin-diaphorase fluorescence | inhibition, % at 20 µM | hit rate 0.78% among 350,000;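 active = inhibition reaching at least a set limit at 20 µM in the primary screen, cut at about 59% in these data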;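 also: 0% = DMSO wells with substrate and 100% = DMSO wells lacking glucose-6-phosphate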
# NALP3 yeast inh – NALP3 inhibition in yeast; hit rate 0.39% among 330,000; inhibition, % at 10 µM; AID 2825; Yeast reconstituted NLRP3/ASC/caspase-1, beta-gal luminescence, 24 h;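 active = inhibition of 50% or more; inactive = inhibition below 50%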;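 also: plate controls were induced DMSO wells for no effect and uninduced yeast grown without galactose for full effect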
# SENP7 inh – inhibitors of human SENP7 protease; Q9BQF6; recombinant SENP7, Z-RLRGG-aminoluciferin luminescence, 40 min; inhibition, % at 5 µM; hit rate 1.5% among 330,000; AID 434973;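 active = inhibition above about 50% at the single test dose, limit read from the data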;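 also: plate controls were DMSO with enzyme for no effect and no enzyme buffer wells for full effect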
# SENP1 inh – SENP1 (human) catalytic domain inhibition. hit rate 0.21% among 360,000. Q9P0U3. recombinant SENP1 catalytic domain, CyPet-SUMO1-YPet FRET cleavage. AID 624204. inhibition, % at 10 µM;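 active = inhibition at least 30% at 10 µM, raw YFP signal under a set limit, fluorescence ratio 0.5 to 1.5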;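 also: 0% = enzyme with DMSO and 100% = no enzyme wells; some results filed as inactive read as strong as hits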
# Target sequence (Q9P0U3 419-644 limits assumed): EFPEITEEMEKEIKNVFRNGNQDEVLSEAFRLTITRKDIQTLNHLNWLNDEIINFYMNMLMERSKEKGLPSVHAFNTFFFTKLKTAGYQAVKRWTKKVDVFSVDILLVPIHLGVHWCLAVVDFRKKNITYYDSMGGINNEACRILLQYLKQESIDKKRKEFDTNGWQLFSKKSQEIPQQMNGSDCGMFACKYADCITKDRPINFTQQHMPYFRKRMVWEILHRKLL
#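 Compound: 10 µM single point, 0.5% DMSO; Test system: hSENP1 catalytic domain, recombinant; Timing: 50 min reaction at room temperature; Technique: FRET, CFP and YFP emission; Control set: no-enzyme wells low, DMSO-plus-enzyme wells high control.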
# SENP8 block-2 – SENP8 (human) protease inhibition; AID 602440; recombinant SENP8, Nedd8 substrate fluorescence; hit rate 0.64% among 360,000; Q96LD8; inhibition, % at 20 µM; in the data active = inhibition mostly above about 40%, no sharp cut-off; inactive = mostly below about 27%
# SENP6 block – SENP6 protease inhibition; Q9GZR1; Recombinant SENP6 catalytic domain, aminoluciferin luminescence; inhibition, % at 10 µM; hit rate 1.8% among 330,000; AID 2599;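 active = inhibition above about 50% at the single tested dose, limit read from the data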;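 also: plate controls were DMSO wells with enzyme for no effect and DMSO wells lacking enzyme for full effect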
# Target sequence (Q9GZR1 628-1112 limits assumed): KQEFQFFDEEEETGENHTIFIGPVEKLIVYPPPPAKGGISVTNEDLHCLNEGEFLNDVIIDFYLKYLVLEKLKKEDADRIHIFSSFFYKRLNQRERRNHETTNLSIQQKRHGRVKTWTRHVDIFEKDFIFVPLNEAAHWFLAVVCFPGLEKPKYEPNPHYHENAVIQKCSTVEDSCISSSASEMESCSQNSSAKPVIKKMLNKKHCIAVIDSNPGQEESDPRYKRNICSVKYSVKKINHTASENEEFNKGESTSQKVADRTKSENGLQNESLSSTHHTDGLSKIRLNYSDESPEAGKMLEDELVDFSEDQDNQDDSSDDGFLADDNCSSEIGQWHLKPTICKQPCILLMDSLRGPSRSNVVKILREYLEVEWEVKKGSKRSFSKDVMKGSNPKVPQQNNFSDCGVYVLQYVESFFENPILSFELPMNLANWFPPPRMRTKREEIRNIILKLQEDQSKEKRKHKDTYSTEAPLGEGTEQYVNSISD
# The depositor's hits bear a star; . = no result given; & = joins results of further samples.
Compound	HKDC1 inh	SENP8 block-1	Apaf-1 inh	PfGluPho inh	NALP3 yeast inh	SENP7 inh	SENP1 inh	SENP8 block-2	SENP6 block
Cn1ncc(S(=O)(=O)Cc2ccccc2)c(Cl)c1=O	-2	4	-12	29	17	-8	-1	10	-11
S=c1[nH]nc(C2CCCCC2)n1/N=C/c1ccc(Cl)cc1	1	3	25	-2	18	7	1	20	-23
Cn1c(=O)c2[nH]c(-c3ccc(S(=O)(=O)O)cc3)nc2n(C)c1=O	-5	7	-12	-7	10	5	3	-382	6
COCCNCc1ccc(C(C)C)cc1	-12	-10	7	0	24	-9	3	20	-24
Cc1c(C(=O)OCC(=O)N(C)c2ccccc2)cccc1[N+](=O)[O-]	-6	-8	-2	-10	10	1	1	5	-19
COc1ccc(C(=O)Nc2ccc(C(=O)Nc3cccnc3)cc2)cc1	8	11	16	11	27	-2	0	9	-5
CC(NC(=O)c1noc2c1CCCC2)c1ccccc1 (stereo not drawn)	-4	-11	-11	-1	27	-7	0	1	-1
O=C(OCCOc1ccccc1)c1cc(S(=O)(=O)N2CCOCC2)ccc1Cl	-6	-4	8	6	17	7	1	2	-10
N#CCCN(Cc1cccnc1)C(=O)Nc1ccc(Cl)c(Cl)c1	4	2	4	3	-2	3	1	3	-1
COc1cccc(NC(=S)NCc2ccc3c(c2)cc(C)n3C)c1	-8	.	.	9	.	.	-10	-5	.
CSc1cccc(NC(=O)Cn2cccc2)c1	-5	3	-20	-2	6	-1	1	1	6
O=C(Nc1cc(Cl)ccc1-n1cncn1)c1cc(F)cc(F)c1	-5	-13	1	-7	18	-3	-5	-20	-2
CCN1CCCC1CNC(=O)c1cc2c(=O)n(C)c3ccccc3c2n1C (stereo not drawn)	3	-5	15	54	21	-1	-25	-155	12
Cc1nc(-c2ccccc2)nc2sc(C(=O)c3ccc(F)cc3)c(N)c12	0	9	7	-3	13	0	-35	-125	-10
O=C(O)c1ccccc1C(=O)Nc1ccccc1[N+](=O)[O-]	-8	-3	2	-11	0	-3	3	24	-5

# Individual results from above.
# O=C(O)c1ccccc1C(=O)Nc1ccccc1[N+](=O)[O-] – NALP3 yeast inh: 0
# CC(NC(=O)c1noc2c1CCCC2)c1ccccc1 (stereo not drawn) – Apaf-1 inh: -11
# Cn1c(=O)c2[nH]c(-c3ccc(S(=O)(=O)O)cc3)nc2n(C)c1=O – SENP7 inh: 5

# Additional records follow:
Compound	HKDC1 inh	SENP8 block-1	Apaf-1 inh	PfGluPho inh	NALP3 yeast inh	SENP7 inh	SENP1 inh	SENP8 block-2	SENP6 block
O=C(C1=C(O)C(=O)N(CCN2CCOCC2)C1c1ccccc1)c1cccs1 (stereo not drawn)	-2	-5	-6	-6	-7	-6	-1	19	-20
COc1ccccc1N(C)S(=O)(=O)c1ccc(C(=O)N(C)Cc2ccc(OC(F)F)cc2)cc1	-1	-12	23	3	9	6	1	8	-24
Cc1ccc(S(=O)(=O)NCC(=O)NCC(=O)NCCc2ccccc2F)cc1C	-5	-2	0	-1	15	3	-1	3	-1
Cc1cc(N2CCN(C)CC2)nc(N2CCOCC2)n1	-4	3	-9	-2	-2	-8	2	12	-1
CCOC(=O)CN(C(=O)COC(=O)C1=NNC(=O)CC1)c1ccc(F)cc1	-3	2	4	-5	18	10	4	-4	12
CC(C)CC(OC(=O)c1cccs1)C(=O)NCc1ccco1 (stereo not drawn)	1	3	14	-3	13	0	-8	4	-15
NC(=O)c1ccsc1NC(=O)COC(=O)CNC(=O)c1ccc(Cl)cc1	-3	1	-3	8	1	6	1	4	-2
COc1ccc(NC(=O)CCS(=O)(=O)c2ccc(Cl)cc2)cc1	0	-5	0	11	16	-5	1	-73	-18
COC(=O)c1ccc(N2CCN(C(=O)c3ccccc3)CC2)c(NC(C)=O)c1	-3	-5	-2	-5	-9	-4	-1	2	1
Cc1ccc(OCCC(=O)OCC(=O)NC2CCS(=O)(=O)C2)cc1 (stereo not drawn)	-6	0	1	6	4	-3	3	-1	1
COc1ccc(Nc2nc3ccc(C)cc3cc2C#N)c(OC)c1	4	-2	33	5	8	3	-11	-9	-6
O=C(Nc1ccc2nc3n(c(=O)c2c1)CCCC3)c1cccc(F)c1	1	-19	2	9	12	-7	-1	12	-40
COc1ccc(C)cc1S(=O)(=O)Nc1cc2c3c(c1)CCC(=O)N3CCC2	-4	9	9	0	21	1	0	9	-6
O=C(Nc1ccnn1C1CCN(Cc2ccccn2)CC1)c1cccc(F)c1	-1	4	-3	-1	7	-3	-18	5	11
O=C(Nc1cccc(NC(=O)c2ccccc2Cl)c1)c1cccs1	-3	8	9	2	17	-3	3	12	-11
CCOc1ccc(NS(=O)(=O)c2cc(OCC(N)=O)c(C)cc2Cl)cc1	-6	3	2	5	11	2	0	9	-4
CN(CC(=O)Nc1ccc(S(=O)(=O)N2CCCC2)cc1)CC(=O)Nc1cccc(F)c1	1	2	6	3	3	5	-1	-1	-6
NS(=O)(=O)c1ccc(NC(=O)/C(=C/c2ccncc2)NC(=O)c2ccccc2)cc1	2	-5	-5	-18	-2	0	-1	13	-16
COc1ccc(-c2oc3ncnc(NCCN4CCOCC4)c3c2-c2ccc(OC)cc2)cc1	6	1	42*	26	12	-3	0	-320	-9
COc1ccc(/C=N/NC(=O)c2csc(-n3nc(C)cc3C(F)(F)F)n2)cc1	4	-2	10	8	-1	3	-1	2	-1
Cc1cc(C)cc(Oc2nc(C(F)(F)F)nc3ccccc23)c1	2	3	9	2	-1	1	2	23	6
Cc1ccsc1C=C1C(=O)c2ccccc2C1=O	9	44	3	-7	-29	69*	3	31	11
O=C(O)c1ccc(-n2c(-c3cc(-c4ccco4)[nH]n3)n[nH]c2=S)cc1	-2	-3	6	59*	10	6	2	18	-3
CCOC(=O)c1c(NC2=NS(=O)(=O)c3ccccc32)sc2c1CCCCC2	10	5	12	-17	7	4	-16	-61	6
Cn1sc(NC(=O)c2ccccc2)nc1=O	-1	-6	-1	8	1	17	1	18	29
Cc1ccnc(N=O)c1	26	.	6	53	.	9	-14	-55	.
CN(C)S(=O)(=O)n1cnc([C@@H]2[C@@H]3C(=O)OC[C@@H]3C[C@]23N=CN(Cc2ccccc2)C3=O)c1	0	2	-3	0	10	1	2	12	4
CCOc1ccc(NC(=O)CN2C(=O)c3ccccc3C2=O)cc1	-5	-6	3	5	16	-1	1	4	-20
Cc1ccc(S(=O)(=O)Cc2ccc(C(=O)N3CCc4ccccc4C3)o2)cc1	3	-10	24	15	-2	-5	-55	-12	-4
CSc1ccc(CNc2ccc(C)cc2)cc1	-3	5	4	12	26	5	-1	15	24
CC(=O)Nc1sc2c(c1C#N)CCC(C)C2 (stereo not drawn)	-9	7	2	3	3	-7	4	8	-28
Cc1cccc(C(=O)Nc2ccn(C)n2)c1	2	20	-4	12	21	-13	1	10	-16
Cc1ccc(-c2csc(N3CCN(CCCn4c(C(F)(F)F)nc5ccccc54)CC3)n2)cc1	-3	-1	19	11	0	8	-60	4	2
O=C(NC1CCCCC1)c1ccccc1NC(=S)NC(=O)C1CCC1	3	-2	1	-3	12	4	2	15	-5
CCOC(=O)c1cnc2ccc(Cl)cc2c1NCCN(C)C	6	-10	-8	9	13	9	-119	-101	2
O=C(O)CCN1CC2([N+](=O)[O-])CC=C(OCCO)C([N+](=O)[O-])(C1)C2 (stereo not drawn)	-8	-1	-5	-9	8	-3	0	6	1
COC(=O)c1ccccc1CSc1nsc(/C=C/N(C)C)c1C#N	2	-8	8	49	32	-5	6	16	-7
Cc1occc1C(=O)N1CCN(c2ccc(Cl)c(Cl)c2)CC1	-2	-9	3	6	-28	-14	-15	1	-14
Cc1cc(C)nc(NC(=O)Cc2cccs2)n1	-6	4	-8	-5	-4	-1	1	14	11
O=C(C1=C(O)C(=O)N(CCc2ccccc2)C1c1cccs1)c1ccco1 (stereo not drawn)	6	-2	5	-13	1	-14	0	-24	10
CSc1ccc(CCNC(=O)CCc2nnc3ccc(N4CCC5(CC4)OCCO5)nn23)cc1	-4	-6	5	-9	1	-4	-7	-57	-15
O=C(O)C(Cc1ccc(O)cc1)N1C(=O)c2ccccc2C1=O (stereo not drawn)	0	-4	-1	-4	8	-9	-1	-1	-11
O=C(NOCc1ccccc1)c1ccccc1	-3&-7	-5	8&8	-8&15	15	21&8	1	14	8
CCOC(=O)c1ccc2nc3c(cc2c1)CCS3	7	-8	3	-2	56*	9	1	-91	-22
COc1ccccc1OC(C)C(=O)N1CCC(Cc2ccccc2)CC1 (stereo not drawn)	-6	6	8	1	19	2	2	16	-29

# Part of the list above in a different format.
# Values run as follows: HKDC1 inh	SENP8 block-1	Apaf-1 inh	PfGluPho inh	NALP3 yeast inh	SENP7 inh	SENP1 inh	SENP8 block-2	SENP6 block
- CSc1ccc(CNc2ccc(C)cc2)cc1
    -3	5	4	12	26	5	-1	15	24
- CC(=O)Nc1sc2c(c1C#N)CCC(C)C2 (stereo not drawn)
    -9	7	2	3	3	-7	4	8	-28
- Cc1cccc(C(=O)Nc2ccn(C)n2)c1
    2	20	-4	12	21	-13	1	10	-16
- Cc1ccc(-c2csc(N3CCN(CCCn4c(C(F)(F)F)nc5ccccc54)CC3)n2)cc1
    -3	-1	19	11	0	8	-60	4	2
- O=C(NC1CCCCC1)c1ccccc1NC(=S)NC(=O)C1CCC1
    3	-2	1	-3	12	4	2	15	-5
- CCOC(=O)c1cnc2ccc(Cl)cc2c1NCCN(C)C
    6	-10	-8	9	13	9	-119	-101	2
- O=C(O)CCN1CC2([N+](=O)[O-])CC=C(OCCO)C([N+](=O)[O-])(C1)C2 (stereo not drawn)
    -8	-1	-5	-9	8	-3	0	6	1
- COC(=O)c1ccccc1CSc1nsc(/C=C/N(C)C)c1C#N
    2	-8	8	49	32	-5	6	16	-7
- Cc1occc1C(=O)N1CCN(c2ccc(Cl)c(Cl)c2)CC1
    -2	-9	3	6	-28	-14	-15	1	-14
- Cc1cc(C)nc(NC(=O)Cc2cccs2)n1
    -6	4	-8	-5	-4	-1	1	14	11
- O=C(C1=C(O)C(=O)N(CCc2ccccc2)C1c1cccs1)c1ccco1 (stereo not drawn)
    6	-2	5	-13	1	-14	0	-24	10
- CSc1ccc(CCNC(=O)CCc2nnc3ccc(N4CCC5(CC4)OCCO5)nn23)cc1
    -4	-6	5	-9	1	-4	-7	-57	-15
- O=C(O)C(Cc1ccc(O)cc1)N1C(=O)c2ccccc2C1=O (stereo not drawn)
    0	-4	-1	-4	8	-9	-1	-1	-11
